GLD-1 TGE inh: GLD-1-TGE RNA interaction inhibition (C. elegans); purified GLD-1 + fluorescein TGE RNA, fluorescence polarization; 0.44% of 320,000 active; inhibition, % at 5.96 µM;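 active = percent inhibition above a per-plate cutoff, the plate mean of test compounds plus 3 SD, cut at about 30% in these data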;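 note: 0% = DMSO wells with GLD-1 and probe and 100% = wells lacking GLD-1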
Target sequence (Q17339 whole entry, looked up): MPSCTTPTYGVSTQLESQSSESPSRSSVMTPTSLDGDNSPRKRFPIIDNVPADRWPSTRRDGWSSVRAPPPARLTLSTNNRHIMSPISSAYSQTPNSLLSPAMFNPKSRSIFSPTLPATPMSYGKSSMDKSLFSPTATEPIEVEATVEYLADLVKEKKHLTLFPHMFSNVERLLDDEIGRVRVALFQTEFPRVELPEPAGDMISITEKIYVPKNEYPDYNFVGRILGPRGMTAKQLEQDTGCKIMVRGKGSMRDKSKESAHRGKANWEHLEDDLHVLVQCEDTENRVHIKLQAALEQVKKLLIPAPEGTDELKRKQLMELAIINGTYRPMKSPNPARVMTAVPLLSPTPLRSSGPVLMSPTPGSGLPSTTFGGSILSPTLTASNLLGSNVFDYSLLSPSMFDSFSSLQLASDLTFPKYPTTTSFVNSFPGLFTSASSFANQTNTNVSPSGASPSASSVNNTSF
MCL1 BIM primary: inhibitors of human MCL1 binding to BIM-BH3 peptide; GST-MCL1 / FITC-Bim-BH3 fluorescence polarization; inhibition, % at 10.9 µM; 0.68% of 320,000 active;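 active = inhibition above the mean inhibition of all tested compounds plus 3 SD, set per campaign, cut at about 40% in these data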;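 note: 0% = DMSO wells and 100% = unlabeled Bim-BH3 peptide control; higher means more loss of mP so more displacement of Bim peptide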
EBNA-1 inhibitor: blocks EBNA-1 binding to DNA; 0.34% of 300,000 active; inhibition, % at 14.8 µM; EBNA-1 DNA binding, fluorescence polarization; in the data active = inhibition above about 28%
ZTA counter: blocks Epstein-Barr virus ZTA, an EBNA-1 counter-screen; P03206; ZTA-DNA binding, fluorescence polarization; inhibition, % at 11 µM; 0.15% of 320,000 active; AID 2234; in the data active = inhibition above about 33%
Target sequence (P03206 whole entry, looked up): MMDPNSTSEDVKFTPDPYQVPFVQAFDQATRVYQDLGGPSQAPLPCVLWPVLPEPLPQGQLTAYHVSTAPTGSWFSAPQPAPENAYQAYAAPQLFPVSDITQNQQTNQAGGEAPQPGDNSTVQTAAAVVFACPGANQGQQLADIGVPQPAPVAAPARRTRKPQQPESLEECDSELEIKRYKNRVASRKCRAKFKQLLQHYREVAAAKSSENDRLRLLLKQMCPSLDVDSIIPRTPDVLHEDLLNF
Efflux pump mplx: blocks antifungal efflux pumps in multiplex yeast assay; 0.44% of 330,000 active; inhibition, % at 10 µM; S. cerevisiae Candida pump triplex, Nile Red efflux; AID 485275;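 active = plate passing quality check with inhibition over a set limit, or well fluorescence over plate mean plus 4 SD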;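 note: Nile Red retained in pooled yeast measured as flow cytometry median fluorescence; 0% = buffer negative control and 100% = Enniatin B positive control; higher means more Nile Red kept so more efflux inhibition; some compounds called inactive have numbers as strong as hits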
Bcl-xL primary: inhibitors of human Bcl-xL; Q07817; GST-Bcl-xL / FITC-Bim BH3 peptide fluorescence polarization; inhibition, % at 10.9 µM; 0.7% of 320,000 active; AID 2129;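 active = inhibition above the mean of all tested compounds plus 3 SD, cutoff set per campaign, cut at about 30% in these data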;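 note: 0% = DMSO wells and 100% = unlabeled Bim-BH3 peptide competitor; inhibitors lower millipolarization by displacing the labeled peptide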
Target sequence (Q07817 whole entry, looked up): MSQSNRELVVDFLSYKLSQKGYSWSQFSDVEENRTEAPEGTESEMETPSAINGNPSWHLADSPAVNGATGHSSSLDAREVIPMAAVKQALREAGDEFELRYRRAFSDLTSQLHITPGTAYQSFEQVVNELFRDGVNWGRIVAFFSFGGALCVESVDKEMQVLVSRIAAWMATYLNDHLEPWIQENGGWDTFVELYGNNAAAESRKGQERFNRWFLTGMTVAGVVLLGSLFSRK
Fam108B counter: counter-screen for RBBP9 inhibitors: inhibitors of mouse Fam108B | recombinant Fam108B, FP-Rh probe fluorescence polarization | inhibition, % at 9.51 µM | 0.33% of 300,000 active;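 active = inhibition above the screen mean inhibition plus 3 SD, computed separately per campaign, cut at about 18% in these data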;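 note: inhibitors lower polarization as less probe binds the enzyme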
CR mimetic SO: lowers age-related superoxide in aged yeast cells | S. cerevisiae aged cells, superoxide DHE fluorescence; active compounds read low | superoxide response (% of plate mean), % at 10 µM | 0.18% of 330,000 active;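 active = superoxide response under a set limit, about three screen SD below normal, cut at about 65% in these data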;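 note: yeast aged for seven days with compound at 30 °C before DHE staining; 100% = average MFI of all compound-treated wells on the plate with controls excluded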
MEX-5 binding: C. elegans MEX-5 TCR-2 RNA binding activity | Q9XUB2 | MEX-5/FITC-TCR2 RNA binding, fluorescence polarization; active compounds read low | activity score (negative = inhibition of binding), % at 10 µM | 0.38% of 300,000 active | AID 1832;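 active = inhibition past about -25% in most replicates, and total fluorescence under double the plate's negative control median, limit read from the data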;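 note: 0% = DMSO and -100% = 5 µM competing unlabeled TCR2 RNA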
The depositor's hits bear a star; nt = no result given.

Every second line gives: GLD-1 TGE inh | MCL1 BIM primary | EBNA-1 inhibitor | ZTA counter | Efflux pump mplx | Bcl-xL primary | Fam108B counter | CR mimetic SO | MEX-5 binding
1. COc1ccccc1N1CCN(Cc2nc(-c3ccc(F)cc3)oc2C)CC1
    5 | 0 | -6 | -16 | 0.0 | 3 | -1 | 99 | -2.7
2. COC(=O)CC1C(=O)NCCN1C(=O)CSc1nc2ccccc2o1 (configuration not stated)
    -5 | 8 | 2 | -4 | -0.1 | -15 | 1 | 99 | 1.7
3. CCn1c(SCC(=O)Nc2cccc(NC(=O)c3ccco3)c2)nnc1-c1cccs1
    10 | -2 | 0 | 12 | 0.1 | -3 | 2 | 103 | -2.2
4. CC(NC(=O)COC(=O)/C=C/c1ccc([N+](=O)[O-])cc1)c1ccccc1 (configuration not stated)
    8 | 5 | 2 | 4 | -0.4 | 8 | 7 | 99 | -0.8
5. O=Cc1ccc(Oc2cc(-c3ccccc3)nc(-c3ccccc3)n2)cc1
    4 | 0 | 0 | -14 | 0.8 | 3 | 0 | 125 | 1.7
6. CC(C)(C)c1cnnn1-c1ccc(-c2csc(N)n2)cc1
    1 | -2 | -12 | 2 | 0.2 | 1 | -4 | 92 | 0.5
7. CC(NC(=O)Cn1c(=O)[nH]c2ccsc2c1=O)C12CC3CC(CC(C3)C1)C2 (configuration not stated)
    5 | -2 | 2 | 1 | 0.0 | 1 | -3 | 91 | 0.9
8. CC(C)Cc1nnc(NC(=O)CCC(=O)N2CCN(Cc3ccc(Cl)cc3)CC2)s1
    0 | 2 | 1 | 5 | 0.0 | 2 | 4 | 99 | -2.7
9. Cc1cccc(C(=O)Nc2ccc(NC(=O)c3ccccc3)cc2)c1
    1 | 0 | -14 | 9 | 0.2 | 4 | -7 | 97 | -0.4
10. Cn1c(=O)c2c(nc(NCCc3ccccc3)n2Cc2ccc(F)cc2)n(C)c1=O
    4 | 10 | 14 | 7 | 0.2 | 4 | 4 | 96 | 0.6

New compounds follow:
Every second line gives: GLD-1 TGE inh | MCL1 BIM primary | EBNA-1 inhibitor | ZTA counter | Efflux pump mplx | Bcl-xL primary | Fam108B counter | CR mimetic SO | MEX-5 binding
11. O=c1cc(O)nc(SCc2ccc(Cl)cc2)[nH]1
    9 | -5 | -4 | -6 | -0.1 | 3 | -1 | 107 | 1.7
12. Cc1ccc(C)c(NC(=S)N2CCCC2)c1
    -11 | 8 | 5 | -15 | 0.1 | 2 | 1 | 93 | 2.2
13. COc1ccc(-n2nc(C(N)=O)nc2-c2ccccc2)cc1
    -1 | 5 | 5 | 25 | -0.1 | 8 | 3 | 100 | 3.1
14. Cc1cccc2[nH]c(CN(C)Cc3nc(CC4CC4)no3)nc12
    5 | -8 | -3 | -3 | -0.1 | 5 | 1 | 99 | 0.9
15. O=C(Nc1ccc(-c2ccc3nncn3n2)cc1)C1CCCC1
    8 | -2 | -11 | -10 | 0.0 | 2 | -5 | 94 | 2.0
16. Cc1ccccc1C(=O)N1CCN(c2ccccn2)CC1
    9 | 5 | 5 | 15 | 0.0 | 5 | 4 | 102 | 1.6
17. O=C(NCCCn1ccnc1)c1cc2nc(-c3ccc(Br)cc3)cc(C(F)(F)F)n2n1
    3 | 9 | 0 | -8 | -0.2 | 6 | 2 | 97 | 0.8
18. O=C(NCCO)C(O)C(O)C(=O)NCCO (configuration not stated)
    -10 | -5 | 2 | 8 | 0.3 | 1 | -3 | 105 | 4.4
19. O=C(CN(c1ccc(F)cc1)S(=O)(=O)c1ccc2c(c1)OCCO2)Nc1ccc2c(c1)OCO2
    9 | 10 | 6 | -10 | -0.2 | 2 | 0 | 77 | 1.0
20. CCOC(=O)N/N=C/c1c(C)nn(-c2ccccc2Cl)c1Cl
    4 | -3 | -5 | 10 | 0.2 | 3 | 0 | 117 | 1.4

Record cards, from the list above. Values in the order: GLD-1 TGE inh, MCL1 BIM primary, EBNA-1 inhibitor, ZTA counter, Efflux pump mplx, Bcl-xL primary, Fam108B counter, CR mimetic SO, MEX-5 binding
Cc1cccc2[nH]c(CN(C)Cc3nc(CC4CC4)no3)nc12 is listed as 5, -8, -3, -3, -0.1, 5, 1, 99, 0.9
Cc1ccc(C)c(NC(=S)N2CCCC2)c1 is listed as -11, 8, 5, -15, 0.1, 2, 1, 93, 2.2
O=C(Nc1ccc(-c2ccc3nncn3n2)cc1)C1CCCC1 is listed as 8, -2, -11, -10, 0.0, 2, -5, 94, 2.0
O=c1cc(O)nc(SCc2ccc(Cl)cc2)[nH]1 is listed as 9, -5, -4, -6, -0.1, 3, -1, 107, 1.7
O=C(NCCO)C(O)C(O)C(=O)NCCO (configuration not stated) is listed as -10, -5, 2, 8, 0.3, 1, -3, 105, 4.4

(more compounds)
Every second line gives: GLD-1 TGE inh | MCL1 BIM primary | EBNA-1 inhibitor | ZTA counter | Efflux pump mplx | Bcl-xL primary | Fam108B counter | CR mimetic SO | MEX-5 binding
21. CC(C)C(=O)NC(=S)N(Cc1ccccc1)Cc1ccccc1
    -2 | -9 | 7 | 10 | -0.1 | -7 | -3 | 85 | 0.6
22. O=C(CCc1nc2ccccc2c(=O)[nH]1)NNC(=O)c1cccc(Cl)c1
    12 | 16 | -2 | -10 | -0.1 | 9 | 2 | 102 | -2.9
23. COc1ccc(N(C(C)C(=O)Nc2ccc(S(=O)(=O)N3CCCCC3)cc2)S(C)(=O)=O)cc1 (configuration not stated)
    -6 | 1 | 6 | -3 | -0.1 | 1 | 4 | 95 | 4.9
24. Cc1c(N2C(=O)/C(=C/c3cccc4ccccc34)SC2=S)c(=O)n(-c2ccccc2)n1C
    -3 | 10 | -10 | 4 | 0.0 | 2 | 2 | 110 | -0.5
25. CCNc1c(NC(=O)c2cccs2)c(=O)oc2ccccc12
    -1 | -2 | 6 | -2 | 0.1 | 5 | -1 | 104 | -1.6
26. COc1ccc(N2CC(C(=O)N[C@H](C(=O)NC3CCCC3)C(C)C)CC2=O)cc1 (some centres not stated)
    8 | -5 | -5 | -24 | -0.1 | -2 | 1 | 103 | 0.6
27. O=C(NCc1ccccc1)C(c1ccccn1)N(C(=O)c1csnn1)c1ccccc1F (configuration not stated)
    -5 | 12 | 3 | -10 | -0.1 | 11 | 0 | 82 | -0.3
28. CC(C)c1cccc(C(C)C)c1OCCCCN1CCCC1
    -2 | 5 | 5 | -2 | -0.1 | 2 | -1 | 85 | 3.4
29. CC1=C(C(=O)Nc2ccccc2)C2(CCCCC2)C(C#N)=C(S)N1
    -10 | 5 | -2 | 6 | 0.2 | 7 | 2 | 100 | 7.7
30. Nc1n[nH]c(-c2cccc([N+](=O)[O-])c2)n1
    0 | 0 | 0 | 2 | 0.1 | 1 | -1 | 108 | -1.0

Next part
Every second line gives: GLD-1 TGE inh | MCL1 BIM primary | EBNA-1 inhibitor | ZTA counter | Efflux pump mplx | Bcl-xL primary | Fam108B counter | CR mimetic SO | MEX-5 binding
31. Cc1ccc(NC2CCCN(C(=O)c3cccc4nccnc34)C2)cc1C (configuration not stated)
    2 | -9 | 0 | -10 | -1.3 | -2 | 2 | 121 | -3.3
32. N#Cc1ccc(OCC(=O)N2CCN(c3ccc(C(F)(F)F)cn3)CC2)cc1
    -1 | -16 | nt | 5 | 0.8* | -18 | nt | 111 | nt
33. Cc1cc(C)n(CCN(C)C(=O)CCc2nnc(CCC3CCCCC3)o2)n1
    5 | 6 | 4 | -1 | -0.1 | 0 | -2 | 87 | 3.1
34. Cc1ccc2[nH]c(=O)c(CN(Cc3ccccc3)C(=S)NCCCN(C)C)cc2c1
    -5 | 8 | -1 | -19 | 0.0 | 2 | 0 | 91 | 0.7
35. CC(=O)c1c(C)oc2ccc(N(C(C)=O)S(=O)(=O)c3ccc(Br)cc3)cc12
    0 | 1 | -3 | -5 | 2.6 | 2 | 0 | 91 | -0.1
36. COc1ccc(-c2nc(-n3c(C)c(C(C)=O)c(C(C)=O)c3C)sc2C)cc1
    -1 | 2 | 7 | 5 | -0.1 | 4 | 1 | 91 | 1.0
37. O=C(c1ccc(Cl)cc1)N1CCn2c1nc1ccccc12
    2 | 7 | 4 | -7 | 0.1 | 9 | 3 | 90 | 2.5
38. COc1cc(-c2noc(C3CCCN(C(=O)c4ccccc4)C3)n2)cc(OC)c1OC (configuration not stated)
    5 | 8 | 5 | 8 | 0.2 | 6 | -1 | 96 | 1.8
39. O=C(NNC(=O)c1ccc(-c2ccc([N+](=O)[O-])cc2)o1)c1ccncc1
    5 | 12 | nt | -2 | -0.1 | 5 | nt | 96 | nt
40. Cn1c(=N)n(CC(=O)c2ccc(F)cc2)c2ccccc21
    1 | -3 | -3 | -22 | 0.1 | 1 | 1 | 99 | 0.1

Another view of some results above.
31	Cc1ccc(NC2CCCN(C(=O)c3cccc4nccnc34)C2)cc1C (configuration not stated)
32	N#Cc1ccc(OCC(=O)N2CCN(c3ccc(C(F)(F)F)cn3)CC2)cc1
33	Cc1cc(C)n(CCN(C)C(=O)CCc2nnc(CCC3CCCCC3)o2)n1
34	Cc1ccc2[nH]c(=O)c(CN(Cc3ccccc3)C(=S)NCCCN(C)C)cc2c1
compound no.,31,32,33,34
GLD-1 TGE inh,2,-1,5,-5
MCL1 BIM primary,-9,-16,6,8
EBNA-1 inhibitor,0,nt,4,-1
ZTA counter,-10,5,-1,-19
Efflux pump mplx,-1.3,0.8*,-0.1,0.0
Bcl-xL primary,-2,-18,0,2
Fam108B counter,2,nt,-2,0
CR mimetic SO,121,111,87,91
MEX-5 binding,-3.3,nt,3.1,0.7

The results go on.
Every second line gives: GLD-1 TGE inh | MCL1 BIM primary | EBNA-1 inhibitor | ZTA counter | Efflux pump mplx | Bcl-xL primary | Fam108B counter | CR mimetic SO | MEX-5 binding
41. O=C(Nc1ccccc1C(=O)NCc1ccco1)Nc1cccc2ccccc12
    10 | -6 | -6 | -6 | 0.1 | 2 | -10 | 91 | -0.3
42. CC12CC3CC(C)(C1)CC(C(=O)NC(=S)N1CCOCC1)(C3)C2
    0 | 5 | -7 | -7 | 0.1 | 2 | -1 | 107 | 1.3
43. CCn1cnc2cc(NC(=O)c3ccco3)ccc21
    6 | -1 | 0 | 2 | 0.0 | 0 | 3 | 106 | -2.8
44. COc1ccccc1NC(=O)c1ccccc1Nc1ccccc1
    8 | 5 | -7 | 2 | 0.1 | 2 | 2 | 105 | 1.7
45. O=C(NCCCN1CCCC(O)C1)c1cc(COc2ccc(F)cc2F)on1 (configuration not stated)
    4 | 1 | 7 | 0 | 0.1 | 2 | 2 | 92 | 1.1
46. COc1ccc(NC(=O)CSc2nnc(-c3ccccn3)n2-c2ccccc2)cc1OC
    3 | -2 | 1 | 3 | 0.2 | -6 | -2 | 101 | 2.2
47. COc1cccc(CN(C)CC(=O)Nc2sc3c(c2C#N)CCC3)c1OC
    2 | 0 | 3 | 6 | 0.1 | 8 | -1 | 96 | -2.9
48. COC(=O)C1C(=O)C(C(=O)/C=C/c2ccccc2)C(=O)CC1(C)C (configuration not stated)
    3 | 2 | -26 | -8 | 1.1 | 4 | 1 | 97 | -0.9
49. O=C(c1c(F)cccc1F)N1CCCC(c2nc(-c3cccs3)no2)C1 (configuration not stated)
    -1 | -2 | 4 | 17 | 0.0 | 2 | 0 | 90 | 1.2
